Jurkat tox 60K – cytotoxic compounds reducing Jurkat cell viability | Jurkat E6.1 viability, ATP luminescence, 48 h | inhibition, % at 4 µM | 1.2% of 56,000 active;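 active means inhibition above the mean inhibition of all tested compounds plus 3 SD, cut at about 28% in these data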
S1P1 ag-PAM – agonists and agonism potentiators of human S1P1 receptor | P21453 | activation, % at 9.5 µM | S1P1 CRE-bla cells, forskolin, beta-lactamase FRET, potentiator mode; S1P1 agonist co-added at EC20, 2 nM; 100% = saturating reference agonist, 0% = basal | 0.57% of 56,000 active;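 active means activation above a cutoff set at the mean activation of all tested compounds plus 3 SD, cut at about 54% in these data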;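 further: forskolin at 4 µM as EC80 and the EC20 agonist is SEW2871; 100% = SEW2871 at its EC100 plus forskolin at EC80; some compounds past the cut are filed as inactive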
Target sequence (P21453 whole entry, looked up): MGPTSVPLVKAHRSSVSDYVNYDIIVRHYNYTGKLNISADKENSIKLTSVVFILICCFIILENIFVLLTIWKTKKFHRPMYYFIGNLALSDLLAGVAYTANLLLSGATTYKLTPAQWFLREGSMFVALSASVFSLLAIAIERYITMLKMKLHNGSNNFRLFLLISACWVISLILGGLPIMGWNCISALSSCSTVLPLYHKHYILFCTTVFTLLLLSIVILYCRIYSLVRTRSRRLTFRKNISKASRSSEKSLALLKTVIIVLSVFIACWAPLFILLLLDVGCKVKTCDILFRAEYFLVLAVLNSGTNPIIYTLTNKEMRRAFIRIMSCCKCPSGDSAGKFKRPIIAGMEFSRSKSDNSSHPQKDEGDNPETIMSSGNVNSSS
5HT1E ag – activates the human 5-HT1E serotonin receptor. P28566. CHO 5-HT1E Ga15 NFAT-bla reporter, FRET; 0% DMSO wells, 100% control agonist wells. activation, % at 6 µM. 0.69% of 65,000 active;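 active means activation above a set limit, the screen-wide mean activation plus 3 SD, cut at about 8.5% in these data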;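 further: 100% = positive control agonist at 1 µM giving full maximal response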
HEK293 NFkB inh – inhibitors of the PMA/ionomycin-induced NF-kB reporter in HEK293 cells | HEK-293 NF-kB luciferase reporter, luminescence | AID 465 | inhibition, % at 3 µM | 0.21% of 62,000 active;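 active means inhibition above the mean of all tested compounds plus 3 SD, cut at about 40% in these data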;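 further: 0% = stimulated DMSO wells and 100% = 10 µM reference inhibitor 5653914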
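Reagent: PMA plus ionomycin mix as NF-kB-activating stimulus. Assay system: NF-kB luciferase reporter HEK-293 cells. Technique: luminescence from luciferase substrate reagent. Incubation: 1 h compound pre-incubation, 16 h PMA/ionomycin at 37 °C. Benchmarks: DMSO only as uninhibited control, 10 µM reference inhibitor as full inhibition. Repeats: tested once.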
S1P3 ag – activates the human S1P3 receptor | S1P3 NFAT-BLA reporter cells, agonism, FRET ratio; relative to 1 µM S1P, basal subtracted | activation, % at 4.5 µM | 0.1% of 60,000 active | AID 373;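 active means activation above the screen-wide mean plus 3 SD, cut at about 4.5% in these data, passing the limit was not always enough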; further: some compounds called inactive have numbers as strong as hits
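Measure – % activation relative to 1 µM S1P (100%), per plate · System – stable CHO line with human S1P3, Gα16, NFAT-BLA reporter · Timing – cells plated overnight, compound 4 h 37 °C, substrate 2 h RT · Technique – fluorescent BLA substrate, ex 405 nm, em 460/535 nm ratio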
D1 mod – D1 dopamine receptor (human) allosteric modulation | 5.9% of 58,000 active | B-score at 10 µM | AID 641 | HEK293 D1, CRE-luciferase, dopamine EC30 potentiation; actives deviate in either direction | P21728;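 active means luminescence count or its row- and column-corrected plate score outside the 99.7% band of the plate's sample wells, on either side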
Target sequence (P21728 whole entry, looked up): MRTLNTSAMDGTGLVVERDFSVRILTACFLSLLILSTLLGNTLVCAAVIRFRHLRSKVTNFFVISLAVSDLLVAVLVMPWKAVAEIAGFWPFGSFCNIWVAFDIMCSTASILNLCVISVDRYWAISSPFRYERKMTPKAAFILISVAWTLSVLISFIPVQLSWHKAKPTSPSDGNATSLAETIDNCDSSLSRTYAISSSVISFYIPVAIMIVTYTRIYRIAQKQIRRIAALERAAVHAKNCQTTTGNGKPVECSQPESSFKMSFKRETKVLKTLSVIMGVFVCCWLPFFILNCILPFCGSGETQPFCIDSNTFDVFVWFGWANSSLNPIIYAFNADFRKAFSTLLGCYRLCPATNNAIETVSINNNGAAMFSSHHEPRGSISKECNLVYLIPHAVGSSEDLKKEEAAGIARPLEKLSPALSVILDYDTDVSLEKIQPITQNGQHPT
5-HT1A blocker – antagonists of human 5-HT1a serotonin receptor. CHO 5-HT1a Ga15 NFAT-bla reporter, antagonist mode. 0.68% of 62,000 active. inhibition, % at 10 µM. AID 612;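 active means inhibition above the mean of all tested compounds plus 3 SD, cut at about 43% in these data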;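 further: receptor stimulated by 5-CT agonist at 100 nM near EC80; beta-lactamase reporter measured by ratiometric fluorescence of a cleavable substrate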
5HT1E antag – antagonists of human 5-HT1E serotonin receptor; P28566; CHO 5-HT1E Ga15 NFAT-bla reporter, FRET, antagonist; inhibition, % at 6 µM; 0.99% of 65,000 active;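 active means inhibition above a set limit, the mean inhibition across every tested compound plus 3 SD, cut at about 29% in these data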;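 further: signal is the 460 over 535 nm emission ratio of beta-lactamase substrate; 0% = agonist plus DMSO wells and 100% = wells without agonist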
5HT1a ag – agonists of human 5-HT1a serotonin receptor; activation, % at 10 µM; CHO 5-HT1a Ga15 NFAT-bla reporter, FRET ratio; 0% basal, 100% maximal reference agonist; AID 567; P08908; 0.56% of 65,000 active;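 active means activation above the screen-wide mean activation plus 3 SD, cut at about 19% in these data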;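 further: 0% = DMSO wells and 100% = 5-CT at EC100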
* marks the source's active call; other numbers are inactive results; / = not tested or not shown.

SMILES	Jurkat tox 60K	S1P1 ag-PAM	5HT1E ag	HEK293 NFkB inh	S1P3 ag	D1 mod	5-HT1A blocker	5HT1E antag	5HT1a ag
Cc1nc2cc(N3CCCCC3)c(NC(=O)c3cccnc3)cc2c(=O)n1Cc1ccccc1	-6	-1	1.7	3	0.1	-0.084	6	19	-0.9
COc1cc(-c2nn3c(COc4ccccc4)nnc3s2)cc(OC)c1OC	/	-32	0.0	/	-3.6	/	/	6	1.6
Cc1ccc(SCC(=O)N(Cc2nc(-c3ccccc3)no2)C(C)C)cc1	1	-16	-1.0	14	-0.4	-1.9	6	-1	-4.0
CCOC(=O)C1CCN(C(=O)CN(c2ccc(OC)c(OC)c2)S(=O)(=O)c2ccccc2)CC1	-6	/	0.3	20	-0.3	0.13	-11	4	1.1
O=C(Nc1nnc(SCc2ccc(F)cc2)s1)c1ccco1	-8	21	0.6	17	0.3	-0.52	-2	-7	1.4
Cc1ccc2cc(C#N)c(NCCCNC(=O)C3CCCO3)nc2c1 (stereo not drawn)	/	/	0.2	8	/	3.7	-7	-5	1.0
CN1C(=O)CSc2ccc(NC(=O)NCc3cccnc3)cc21	-4	-14	-0.3	7	0.0	0.62	5	4	-0.7
COc1cc(OC)c(C2N(c3cc(C)on3)C(=O)C3CCCN32)cc1OC (stereo not drawn)	6	8	-0.7	12	-0.4	1	6	5	2.2
Cc1cc(OCC(=O)Nc2ccc3c(c2)OCCO3)ccc1Cl	1	4	0.4	-5	-0.6	-0.13	9	-3	-3.4
COc1ccccc1-c1cc(C(=O)NCc2ccccc2)no1	6	24	0.1	14	-0.4	-0.61	5	-10	-5.1
O=c1[nH]c(N2CCc3ccccc32)nc2c1CCCC2	-4	-8	-0.6	12	1.2	-0.36	3	-11	-2.4
CC(=O)c1cccc(NC(=O)c2cc(C)no2)c1	-6	-5	-0.5	6	-0.1	0.044	-2	-2	2.8
O=C1OCc2cc(NC(=O)C3CCCCC3)ccc21	1	13	0.5	3	-0.5	-0.054	-19	5	0.4
O=C(Cn1nc(Cc2ccncc2)c2ccccc2c1=O)N1CCc2ccccc2C1	-4	-1	0.4	1	0.0	0.58	-5	-3	0.3
Cc1ccc(NC(=O)CS(=O)CC(=O)NCC2CCCO2)cc1 (stereo not drawn)	-5	-3	-0.1	16	-0.4	0.0025	-17	-10	-1.3
C=CCc1ccccc1OCC(O)CNC (stereo not drawn)	1	-15	9.4*	14	0.2	-2.2	7	-4	-0.4
CC(C)(C)NC(=O)CN1CCC(O)(c2ccccc2)CC1	-6	-20	0.3	11	-0.5	-0.39	6	3	-1.6
COc1cccc(C(=O)CN2C(=O)C(C)(C)Oc3ccc(C(=O)N4CCCCCC4)cc32)c1	6	0	0.1	7	0.8	-0.36	-7	-12	-0.6
COc1ccccc1C1C(C(N)=O)=C(C)Nc2ncnn21 (stereo not drawn)	-1	-12	-0.1	10	0.9	0.056	-2	-4	-0.5
CS(=O)(=O)N1CCC(C(=O)Nc2ccc(Br)cc2F)CC1	-1	-8	0.6	-12	0.6	-0.6	-10	-2	-0.9
CC(C)c1ccc(O)c(NC(=O)c2ncn[nH]2)c1	1	5	-0.4	4	-0.2	0.1	-12	-4	-0.8
O=C(NCc1ccc(Cl)cc1)c1cccnc1	1	4	-0.3	7	0.2	0.043	1	-6	0.3
CCC(=O)N1CCc2cc(S(=O)(=O)NC(C(=O)NCc3ccccc3)C(C)C)ccc21 (stereo not drawn)	1	-1	-0.6	9	-0.4	0.48	-10	-10	-0.1
O=c1c2cnn(-c3ccc(F)cc3)c2ncn1Cc1cccnc1	0	-13	-0.3	18	0.0	/	0	7	-0.4
C1CCC(n2nnnc2CN2CCCC2)CC1	0	0	-1.0	14	-0.1	-0.39	-3	10	-0.4
COc1ccccc1N1CCN(c2nc3ccccc3nc2C(C#N)C(=O)OC(C)C)CC1 (stereo not drawn)	-6	-12	0.3	20	-1.1	-0.76	24	-3	-6.2
O=C(CN(Cc1ccc2c(c1)OCO2)C(=O)CNC(=O)c1ccco1)NC1CCCCC1	11	28	-1.3	10	-1.5	/	8	12	-2.6
CCOC(=O)CSc1nnc(C2CCCCC2)n1C	3	-14	0.6	12	5.4	-0.17	-7	4	-2.4
Cc1nc2ccc(S(=O)(=O)NCC(=O)N3CCCCC3)cc2s1	1	-3	-1.4	-18	0.2	0.65	2	-2	-2.6
C=C(C)Cn1c(NCCOC)nc2c1c(=O)[nH]c(=O)n2C	/	/	-0.7	-7	/	-0.45	1	-13	0.3
CCOc1ccccc1-n1cnc2cc(C(=O)NCc3ccco3)ccc21	0	-2	-0.5	14	-0.1	-1.6	26	6	-4.3
COCCn1nnnc1C(c1cccc(C#N)c1)N1CCCCCC1 (stereo not drawn)	-2	-6	-0.1	7	0.7	0.47	-4	-4	-0.7
O=C(Cc1ccccc1)Nc1cccc(-c2nc3ncccc3o2)c1	6	-12	-0.5	15	-0.7	1.5	6	5	-3.0
O=C(CCCc1nc(-c2ccccc2)no1)Nc1cccnc1	0	7	-0.8	20	-0.8	0.61	-5	-3	0.2
CNc1nc(Oc2ccccc2C(=O)OC)nc(SC)n1	/	/	0.3	1	/	0.78	-14	-4	0.6
Nc1c(N2CCOCC2)cc(Cl)c2nonc12	-3	-1	-0.9	6	-0.4	-4.8*	1	9	-2.2
Cc1c(Cl)cccc1N1CC(C(=O)Nc2nccs2)CC1=O (stereo not drawn)	-12	-5	-0.5	8	0.8	0.36	-4	-1	-0.2
Cc1oncc1C(=S)Nc1ccccc1	8	-2	-0.1	19	-1.8	2.9	6	6	-0.5
CC(=O)N1CCc2cc(C(=O)CN3CCCN(Cc4ccc(F)cc4)C3)ccc21	7	-8	-0.1	13	-1.3	1.2	8	-16	0.6
COc1ccc(N2CCN(C(=O)c3ccc(CNc4c(N5CCOCC5)c(=O)c4=O)cc3)CC2)cc1	-1	-3	5.4	5	-1.0	0.065	-4	13	1.4

Part of the list above in order of formula weight, ascending:
SMILES	Jurkat tox 60K	S1P1 ag-PAM	5HT1E ag	HEK293 NFkB inh	S1P3 ag	D1 mod	5-HT1A blocker	5HT1E antag	5HT1a ag
O=C(NCc1ccc(Cl)cc1)c1cccnc1	1	4	-0.3	7	0.2	0.043	1	-6	0.3
Nc1c(N2CCOCC2)cc(Cl)c2nonc12	-3	-1	-0.9	6	-0.4	-4.8*	1	9	-2.2
COc1ccccc1N1CCN(c2nc3ccccc3nc2C(C#N)C(=O)OC(C)C)CC1 (stereo not drawn)	-6	-12	0.3	20	-1.1	-0.76	24	-3	-6.2

Following part
SMILES	Jurkat tox 60K	S1P1 ag-PAM	5HT1E ag	HEK293 NFkB inh	S1P3 ag	D1 mod	5-HT1A blocker	5HT1E antag	5HT1a ag
CC(C)N(Cc1ccccc1)C(=O)COC(=O)c1ccc2c(c1)OCCO2	/	/	-0.9	6	/	0.76	5	-4	-0.8
Cc1cc(-c2ccccc2)nc2[n+]1CCN2C	4	13	-1.1	14	0.3	-0.21	5	-4	-2.8
Cn1c(C(=O)NCC2CCCO2)cc2c(=O)n3ccccc3nc21 (stereo not drawn)	11	-42	1.0	1	0.3	0.41	-12	22	-1.6
O=C(C1CCCN(S(=O)(=O)c2cnc[nH]2)C1)N1CC(=O)N(CCc2ccccc2)C(=O)C1 (stereo not drawn)	6	-8	0.1	5	0.2	0.042	-7	2	0.0
Cc1cccc(-n2c(Cc3cc(=O)[nH]c(=O)[nH]3)nnc2SCC(=O)N2CCCCC2)c1	2	-12	-0.3	9	0.2	-0.31	-2	-1	-0.6
Cc1cc(=O)oc2cc(OCC(=O)N3CCCC(C)C3)ccc12 (stereo not drawn)	-1	14	0.4	10	-1.7	0.35	-2	-7	-1.2
COc1ccccc1-c1nnc(NC(=O)C(C)SC2=NCCS2)s1 (stereo not drawn)	9	24	0.6	11	-1.0	-0.0081	22	9	-2.1
COC(=O)c1sc(NC(=O)c2csc3c2CCCC3)nc1C	2	9	0.9	-58	0.4	0.1	12	-12	-0.7
O=C(Nc1ccc2c(c1)oc1ccccc12)c1ccc2c(c1)OCO2	4	16	0.7	-9	-1.0	0.32	6	0	-2.4
COC(=O)C(O)(CC(=O)Nc1cccc(SC)c1)C(F)(F)F (stereo not drawn)	2	-8	-1.0	16	-0.8	0.66	6	-2	1.5
COc1ccc(S(=O)(=O)N2CCC(O)(c3ccc4c(c3)OCO4)CC2)cc1	0	33	-0.9	18	-1.1	0.029	0	5	-5.8
c1ccc2[nH]c(NCCCN3CCOCC3)nc2c1	1	35	0.0	8	-0.3	-0.27	6	9	-2.1
O=C(CSc1n[nH]c(-c2cccnc2)n1)Nc1ccnc2ccccc12	13	-15	0.8	6	0.4	-0.0035	-8	-11	-4.3
O=S(=O)(Nc1nc2ccccc2nc1NCCN1CCOCC1)c1cccc(Cl)c1	-4	-1	-0.8	8	0.3	-0.18	-1	-5	-1.2
COC(=O)c1ccc(C)c(NC(=O)C2COc3ccccc3O2)c1 (stereo not drawn)	-1	/	0.3	4	0.2	0.17	-10	-9	-2.5
CC(=O)N1C(=O)N(C(C)=O)C2C1N(C(C)=O)C(=O)N2C(C)=O (stereo not drawn)	0	-22	0.8	-10	0.1	0.0044	-3	-3	-2.1
O=C1COc2ccc(C(=O)COC(=O)C3CCN(S(=O)(=O)c4cccs4)CC3)cc2N1	-2	-3	-0.8	18	0.4	0.87	5	7	-1.8
CCOC(=O)CSc1nnc(Cc2ccccc2)n1CC1CCCO1 (stereo not drawn)	-8	-4	0.1	14	-0.6	-1.2	5	-3	0.7
CC(=O)N1CCN(Cc2nc3cc(NS(C)(=O)=O)ccc3n2C)CC1	1	-9	-1.0	8	-0.6	0.43	9	7	0.0
COc1cc(NS(=O)(=O)c2ccc(NC(=O)COc3ccc(C)cc3)cc2)nc(OC)n1	/	/	0.5	21	/	0.21	-8	0	2.2
COC(=O)CN(c1ccc(F)cc1)S(=O)(=O)c1ccccc1	4	/	-0.1	-2	-0.1	0.39	6	6	-2.2
COC(=O)C1=C(C)NC(=O)C1(Nc1nccs1)C(F)(F)F (stereo not drawn)	-8	-14	0.5	7	-0.1	0.022	-17	-9	2.2
Cc1ccc(S(=O)(=O)Cn2nnnc2CN(Cc2ccco2)CC2CCCO2)cc1 (stereo not drawn)	0	19	0.5	20	-1.5	-0.73	4	-5	-2.1
COCCn1nnnc1C(c1ccc(Cl)cc1)N1CCSCC1 (stereo not drawn)	-2	20	-0.9	-6	-1.0	0.56	16	7	-0.2
COC(=O)C(Cc1ccccc1)NC(=O)CSc1nc(N)cc(=O)[nH]1 (stereo not drawn)	-6	6	-0.3	-3	-0.6	-0.071	7	-2	0.2
CCCS(=O)(=O)N1CCC(C(=O)NCCN2CCCC2)CC1	-3	-13	1.4	-2	-0.7	-0.81	10	7	-1.9
Cc1cc(-n2c(SCC(=O)NCc3cccs3)nc3n[nH]c(C)c3c2=N)ccc1Cl	10	17	1.5	7	0.6	-1.7	-11	1	-0.2
